ADAM17 inh: inhibitors of human ADAM17; P78536; recombinant ADAM17, EDANS/DABCYL FRET peptide cleavage; inhibition, % at 6.95 µM; hit rate 0.83% among 370,000;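 active = inhibition above the mean of compounds lying between control limits plus 3 SD, set per campaign, cut at about 8.5% in these data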;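 also: 0% = DMSO-only wells as the low control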
SMARCA2 activ: SMARCA2 function activation, primary screen. MG213 cells, MMTV-luciferase reporter, dexamethasone, overnight. activation, % at 9.1 µM. hit rate 1% among 370,000. AID 652017; in the data active = activation above about 7.8%;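 also: 0% = vehicle wells and 100% = reference activator wells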
NR1D1 modulator: modulators of human Rev-erb alpha DNA binding. P20393. Rev-erbα–FITC-DNA binding, fluorescence polarization, 90 min. activity, % at 10 µM. hit rate 0.79% among 370,000;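 active = activity above about 14%, limit read from the data; passing the limit was not always enough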;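 also: 0% = DMSO wells with 35 nM protein and 100% = DMSO wells with 750 nM protein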
PLC-gamma1 inh: blocks human PLC-gamma1 enzyme activity | P19174 | purified PLC-gamma1, fluorogenic substrate, fluorescence | hit rate 0.84% among 370,000 | inhibition, % at 12.2 µM; in the data active = inhibition above about 9.5%
MBD2 DNA inh: inhibitors of human MBD2 binding to methylated oligonucleotide | inhibition, % at 4.4 µM | hit rate 0.31% among 370,000 | AID 686964 | TR-FRET; in the data active = inhibition above about 13%
Target sequence (Q9UBB5 whole entry, looked up): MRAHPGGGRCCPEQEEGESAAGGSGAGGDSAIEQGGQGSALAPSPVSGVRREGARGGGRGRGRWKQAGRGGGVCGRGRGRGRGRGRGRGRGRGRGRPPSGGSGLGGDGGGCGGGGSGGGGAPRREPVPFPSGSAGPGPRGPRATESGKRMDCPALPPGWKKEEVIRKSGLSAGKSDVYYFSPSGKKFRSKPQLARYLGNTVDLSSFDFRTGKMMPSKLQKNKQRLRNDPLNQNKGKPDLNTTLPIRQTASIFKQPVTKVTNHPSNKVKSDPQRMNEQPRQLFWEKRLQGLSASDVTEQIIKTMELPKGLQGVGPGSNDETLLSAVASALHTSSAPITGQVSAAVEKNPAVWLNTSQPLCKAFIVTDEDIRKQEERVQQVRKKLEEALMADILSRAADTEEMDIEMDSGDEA
PLC-beta3 inh: inhibitors of human phospholipase C beta3. Q01970. Purified PLC-beta3, fluorogenic substrate, fluorescence. inhibition, % at 12.2 µM. hit rate 0.18% among 370,000. AID 720704; in the data active = inhibition above about 11%;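 also: 0% = median of compound wells on plate and 100% = full blocker control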
ssDAF12 agonist: activates DAF-12 receptor from parasite S. stercoralis. activation, % at 6.8 µM. hit rate 1% among 370,000. HEK293 ssDAF-12/GRIP1 lit1-tk-luc reporter, luminescence; % of 3 µM dafachronic acid response;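 active = activation above the mean over all tested compounds plus 3 SD, cut at about 0.9% in these data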;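 also: 0% = DMSO-only wells and 100% = 3 µM delta7-dafachronic acid wells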
hgDAF-12 ag: activates the H. glycines DAF-12 receptor ligand-binding domain; HEK293 GAL4-hgDAF12 UAS-luciferase reporter, agonist luminescence; normalized to butyrate control; activation, % at 6.8 µM; hit rate 1.8% among 370,000; AID 687014;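 active = activation above a cutoff set at the mean of all screened compounds plus 3 SD, cut at about 10% in these data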;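 also: 0% = DMSO wells and 100% = sodium butyrate wells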
DAX1 inh-1: inhibitors of human orphan nuclear receptor DAX1 (NR0B1); AID 504766; hit rate 0.99% among 340,000; inhibition, % at 6.75 µM; HEK293 Gal4-DAX1 luciferase reporter, luminescence;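 active = inhibition above the mean over all tested compounds plus 3 SD, cut at about 4.2% in these data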;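 also: 0% = DAX1-transfected cells with DMSO and 100% = empty-vector control cells with DMSO; inhibition shows as a rise in luminescence from relieved DAX1 repression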
Target sequence (P51843 207-470 limits assumed): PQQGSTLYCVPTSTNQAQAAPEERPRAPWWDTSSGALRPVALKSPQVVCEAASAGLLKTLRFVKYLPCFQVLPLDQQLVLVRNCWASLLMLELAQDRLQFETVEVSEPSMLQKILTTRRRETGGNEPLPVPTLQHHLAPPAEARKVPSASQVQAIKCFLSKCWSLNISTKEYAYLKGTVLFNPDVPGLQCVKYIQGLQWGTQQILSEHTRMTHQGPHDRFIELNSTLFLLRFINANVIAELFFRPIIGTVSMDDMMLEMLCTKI
DAX1 inh-2: DAX1 (NR0B1) inhibition, primary screen | HEK293T StAR-luciferase reporter, SF-1/DAX-1 repression relief | inhibition, % at 6.8 µM | hit rate 1.1% among 370,000 | AID 652010;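 active = inhibition above the mean over all tested compounds plus 3 SD, cut at about 3.6% in these data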;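 also: 0% = DAX-1 cells with DMSO and 100% = cells lacking DAX-1 with DMSO; higher inhibition means more luminescence from relief of DAX-1 repression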
hcDAF12 agonist: activators of H. contortus DAF-12 nuclear receptor; HEK293 hcDAF-12 lit1-tk-luc reporter, luminescence; 0% DMSO, 100% Δ7-dafachronic acid; activation, % at 6.8 µM; hit rate 1.4% among 370,000; AID 652067;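 active = activation above the mean of all tested compounds plus 3 SD, cut at about 5.5% in these data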;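 also: 100% = response to 3 µM Δ7-dafachronic acid high control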
The depositor's hits bear a star; i = inactive; . = no result given; & = joins results of further samples.

Each structure is followed by: ADAM17 inh	SMARCA2 activ	NR1D1 modulator	PLC-gamma1 inh	MBD2 DNA inh	PLC-beta3 inh	ssDAF12 agonist	hgDAF-12 ag	DAX1 inh-1	DAX1 inh-2	hcDAF12 agonist
O=C(CSc1ccc([N+](=O)[O-])cn1)Nc1ccc(N2CCOCC2)cc1
    1	-1	5	0	2	-3	-1.1	0.0	-0.1	-0.7	3.0
O=C(COC(=O)c1ccc(O)cc1)Nc1cccc(S(=O)(=O)NC2=NCCCCC2)c1
    -4	-1	-2	1	-4	-5	-1.4	0.5	0.4	0.1	-1.2
CCNC1(C#N)CCN(Cc2ccccc2)CC1
    -4	-2	3	4	2	2	-0.8	-2.0	0.1	-0.5	-1.5
Cc1cccc2sc(NC(=O)c3ccc(Cl)s3)nc12
    -28	0	-5	-121	1	-185	1.1*	4.8	1.4	-0.4	2.3
COC(=O)c1ccc(N2CC3CNC(=O)C2(C(=O)OC)N3C)cc1 (centres undefined)
    -1&1	0&1	2&0	-1&-2	0&3	0&0	-1.3&-1.7	1.6&0.3	0.0&1.7	-0.1&-0.4	-0.8&-0.7
Cc1ccc(OCC(=O)Nc2ccc(S(=O)(=O)Nc3ccccn3)cc2)c(C)c1
    -7	-1	-2	-11	6	-18	-1.0	1.3	-0.6	0.4	-1.2
Cc1nn(CCc2n[nH]c(=S)n2C)c(C)c1Br
    -4	1	7	0	-5	1	-0.6	0.2	0.7	-0.1	0.0
CCN(CC)S(=O)(=O)c1cccc(-c2n[nH]c(=S)n2Cc2ccccc2)c1
    1	6	4	0	1	-5	-0.2	-1.4	0.0	0.1	-1.6
O=C(Nc1nc2ccccc2[nH]1)c1cccc(Cl)c1
    5	1	2	-1	-3	-5	0.9	16*	2.3	1.3	8.2*
N=c1c(C(=O)NC2CCCCC2)cc2c(=O)n3ccccc3nc2n1CC1CCCO1 (centres undefined)
    i	1	-5	i	-3	i	-1.0	2.1	-0.3	-0.4	-0.2
COc1ccc(N(CC(=O)NCCc2ccccc2)C(=O)CCC(=O)Nc2nccs2)cc1
    -3	1	-8	-1	4	-7	-1.5	-0.7	-0.6	-0.4	-2.2
COC(=O)c1nc(N)sc1-c1ccc(OC)cc1
    -10	-1	-3	-89	0	-101	-1.1	-2.0	-0.2	0.2	-0.5
Cc1cccc(N2CCN(C(=O)c3cnn4c(C(F)F)cc(-c5ccccc5)nc34)CC2)c1C
    -1	-2	4	-4	-2	-1	-0.9	-0.3	0.3	-0.3	0.2
CC(=O)c1ccc(NC(=O)CSc2nnc(Cc3cccn3C)n2-c2ccc(F)cc2)cc1
    -1	-1	-1	-2	-3	-4	-0.6	-0.7	-0.9	-1.0	-2.7
Cc1ccc(-c2[nH]nc3c2C(c2ccccc2OC(=O)N2CCOCC2)C(C#N)=C(N)O3)cc1 (centres undefined)
    -6	1	4	-12	-5	-14	-0.2	-3.2	.	-0.9	1.6

An excerpt from above in order of molar mass, high to low:
Each structure is followed by: ADAM17 inh	SMARCA2 activ	NR1D1 modulator	PLC-gamma1 inh	MBD2 DNA inh	PLC-beta3 inh	ssDAF12 agonist	hgDAF-12 ag	DAX1 inh-1	DAX1 inh-2	hcDAF12 agonist
Cc1ccc(-c2[nH]nc3c2C(c2ccccc2OC(=O)N2CCOCC2)C(C#N)=C(N)O3)cc1 (centres undefined)
    -6	1	4	-12	-5	-14	-0.2	-3.2	.	-0.9	1.6
Cc1ccc(OCC(=O)Nc2ccc(S(=O)(=O)Nc3ccccn3)cc2)c(C)c1
    -7	-1	-2	-11	6	-18	-1.0	1.3	-0.6	0.4	-1.2
COC(=O)c1nc(N)sc1-c1ccc(OC)cc1
    -10	-1	-3	-89	0	-101	-1.1	-2.0	-0.2	0.2	-0.5

Next part.
Each structure is followed by: ADAM17 inh	SMARCA2 activ	NR1D1 modulator	PLC-gamma1 inh	MBD2 DNA inh	PLC-beta3 inh	ssDAF12 agonist	hgDAF-12 ag	DAX1 inh-1	DAX1 inh-2	hcDAF12 agonist
O=C(Nc1cc(Cl)ccc1O)c1cc(-c2ccco2)on1
    -6	5	2	-8	7	-21	-0.4	9.3	1.0	0.9	0.6
COc1cc(OC)cc(-c2c(C#Cc3ccsc3)c3cc(-c4ccc(OC)c(F)c4)ccc3n2C)c1
    -5	1	-3	-11	-1	-21	-1.5	2.5	0.6	-0.3	0.1
COc1ccc(CN2CCN(C(=O)c3ccc(S(=O)(=O)NCc4ccco4)cc3)CC2)cc1
    -3	-4	-3	5	0	-1	-2.1	-4.9	-2.8	-7.8	-4.0
CCN1CCN(CC(O)COc2ccc(Cl)cc2)CC1 (centres undefined)
    1	4	-2	-1	2	-2	-0.9	1.1	-0.2	1.4	-1.8
Clc1ccc(-c2nc(Cc3ccccc3Cl)no2)cc1
    -6	1	0	-2	-6	1	-0.7	3.5	1.1	0.1	-0.8
COc1ccc(NC(=O)/C(C#N)=C/c2ccc(Sc3nncn3C)c([N+](=O)[O-])c2)cc1
    2	7	3	3	3	2	-0.8	-2.4	1.3	0.0	-0.6
CCOC(=O)c1c(NC(=S)NCCc2ccccc2)sc2c1CC(C(C)C)OC2 (centres undefined)
    2	-1	26*	-2	0	2	-1.4	-1.7	-0.4	0.0	1.7
CCCCCCCCCC1NC(C(=O)O)Cc2c1[nH]c1ccccc21 (centres undefined)
    0	2	-1	-23	1	-27	-0.6	-0.7	-0.5	-0.9	1.3
O=C(NCCN1C(=O)S/C(=C\c2cccnc2)C1=O)c1cccc(OC(F)F)c1
    6	0	2	1	0	2	-1.2	0.5	-0.2	-0.1	-2.6
CCOC(=O)c1ccc(S(=O)(=O)NNC(=O)COc2cccc(C)c2)cc1
    1	0	-4	4	2	6	-0.5	0.9	0.6	-0.3	-1.7
CC(=O)c1ccc(NC(=O)COc2ccc3c(c2)OCO3)cc1
    -5	-3	-6	-2	4	0	-1.3	2.3	0.6	0.2	-0.5
Cc1ccc(CN2CCCCC(NC(=O)Nc3ccccc3-c3ccccc3)C2=O)cc1 (centres undefined)
    2	-4	0	9	-6	6	-0.8	-2.9	.	-1.5	-2.0
COc1ccc(NC(=O)COc2ccc(C(=O)OCC(=O)N(C(C)C)C(C)C)cc2OC)cc1
    0	-2	-3	1	3	-2	-1.6	-1.4	-0.1	-0.5	-1.3
COc1ccccc1NC(=O)Nc1nc(CC(=O)NCc2cccnc2)cs1
    -2	-2	-1	1	-4	-4	-0.6	-0.1	4.8*	0.3	-1.1
CCOc1cc(N2C(=O)CC3CS(=O)(=O)CC32)c(OCC)cc1NC(=O)c1ccccc1 (centres undefined)
    0	-2	-9	2	2	0	-1.1	-0.4	-0.6	-0.2	-0.6

Each structure is followed by: ADAM17 inh	SMARCA2 activ	NR1D1 modulator	PLC-gamma1 inh	MBD2 DNA inh	PLC-beta3 inh	ssDAF12 agonist	hgDAF-12 ag	DAX1 inh-1	DAX1 inh-2	hcDAF12 agonist
COc1cc2c3c(c1)C(C)CC(C)(C)N3C(=O)C2=O (centres undefined)
    -3	-3	2	-2	-19	-9	-0.3	-3.7	-0.1	-0.5	-1.9
CCOC(=O)C1CCCN(c2nc3ccccc3nc2C(C#N)C(=O)OC(C)C)C1 (centres undefined)
    -21	-2	6	-35	-4	-39	-1.3	0.8	-0.2	0.0	-1.2
CCN(CC)CCCN(Cc1cc2cc(OC)c(OC)cc2[nH]c1=O)C(=O)Nc1ccccc1
    -58	-2	-2	-13	2	-22	-1.2	-1.2	1.1	0.2	-0.8
CCCn1c(SCC(=O)Nc2cc(C)on2)n[nH]c1=O
    -2	0	-2	-1	0	-7	-1.2	4.1	0.7	-0.9	-1.1
NC1=NC(=O)C2(COC(c3cccc([N+](=O)[O-])c3)OC2)S1 (centres undefined)
    1	-2	-2	3	1	1	-1.2	0.4	0.2	0.2	-1.2
COC(=O)[C@@]12C[C@@H](CC(=O)N3CCC(c4ccccc4)CC3)C(=O)N(Cc3ccccc3)C1=CCC(C)(C)C2
    -3	0	1	0	-2	0	-1.0	9.8	.	0.0	0.3
COc1ccc(-c2nc(N)nc(C(F)(F)F)c2-c2ccccc2OC)c(O)c1
    6	4	5	4	-3	-7	-1.1	-0.2	-0.6	0.2	-0.4
CCNC(=O)COC(=O)c1[nH]c(C)c(C(=O)OC)c1C
    -1	-1	-6	-4	-1	-4	-1.1	6.1	1.2	0.7	0.6
CSc1ccc(-c2nnn(Cc3ccc(Br)cc3)n2)cc1
    -6	-2	-4	-1	3	2	-0.2	1.8	1.7	-0.8	1.1
CCOC(=O)C(C)(C)Sc1ncnc2nc[nH]c12
    -4	-3	-3	4	3	0	-0.9	-3.4	-0.8	-0.8	-1.3
O=C(COc1ccc(Cl)cc1)NCCSCc1ccccc1Cl
    4	2	2	-3	3	-3	-0.8	2.7	-0.1	0.2	-0.7
Cc1cccnc1NC(=O)c1cccc(S(=O)(=O)N2CCCC2)c1
    3	0	0	0	-2	-5	0.2	-1.8	0.7	0.3	7.0*
Cc1ccc(S(=O)(=O)NCCC(=O)OCC(=O)NC(=O)c2cccn2C)cc1
    -1	-1	7	-7	0	-15	-0.2	-1.6	4.0	-0.1	-1.4
CC(C)c1nnc(NC(=O)c2cc3cc(Br)ccc3oc2=O)s1
    -4	-1	3	-31	0	-37	-0.9	3.1	-1.3	-0.2	-0.6
COc1cc(OC)cc(C(=O)OCc2ccc([N+](=O)[O-])cc2)c1
    1	-3	2	6	2	1	-1.3	2.8	0.0	-0.6	-1.9

Taken from above:
DAX1 inh-1, COc1cc(OC)cc(C(=O)OCc2ccc([N+](=O)[O-])cc2)c1 is entered as 0.0
PLC-gamma1 inh, CCNC(=O)COC(=O)c1[nH]c(C)c(C(=O)OC)c1C is entered as -4
